ELG1 repair inh = qHTS screen for small molecules that inhibit ELG1-dependent DNA repair in human embryonic kidney (HEK293T) cells expressing luciferase-tagged ELG1; HEK293T ELG1-luciferase reporter, luminescence, 16 h; DNA damage induced by 5-fluorouridine; Potency, µM (doses to about 46.1 µM), inactives show at the highest dose activity change, negative = inhibition, hits mostly inhibitors; actives 2.3% (n = 330,000); also: potency is read from the fitted curve at half-maximal effect; % is scaled to controls: 0 for no effect and ±100 for the full control effect; nearly all actives have a fitted effect of over 55% in size
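5-Fluorouridine DNA damage + compound/DMSO, 2,000 cells/well, 16 h, 37 °C/5% CO2. ONE-Glo, 30 min RT, luminescence. Readout = decrease in reporter signal.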
PTAP TSG101 blk = qHTS Assay for Iinhibitors of HIV-1 Budding by Blocking the Interaction of PTAP/TSG101; AID 493005, 2010; Tumor susceptibility gene 101 protein (Homo sapiens), Q99816; Potency, µM (doses to about 115 µM), inactives show top-dose activity change, negative = inhibition, most hits filed as inhibitors; Fluorescence polarization, FITC-PTAP peptide / Tsg101 binding; 340,000 tested, under 10 active; active = well fitted inhibition curve with a large enough effect in the main read-out, with a control signal flat, not every such curve was filed as active; inconclusive = small, poorly fitted or top-dose-only effect, or effect the other way, or a change in a side signal; inactive = no such curve, though single readings can be large or run the other way; also: potency is read from the fitted curve at half-maximal effect; % of control where 0% means no effect
Target sequence (Q99816 whole entry, looked up): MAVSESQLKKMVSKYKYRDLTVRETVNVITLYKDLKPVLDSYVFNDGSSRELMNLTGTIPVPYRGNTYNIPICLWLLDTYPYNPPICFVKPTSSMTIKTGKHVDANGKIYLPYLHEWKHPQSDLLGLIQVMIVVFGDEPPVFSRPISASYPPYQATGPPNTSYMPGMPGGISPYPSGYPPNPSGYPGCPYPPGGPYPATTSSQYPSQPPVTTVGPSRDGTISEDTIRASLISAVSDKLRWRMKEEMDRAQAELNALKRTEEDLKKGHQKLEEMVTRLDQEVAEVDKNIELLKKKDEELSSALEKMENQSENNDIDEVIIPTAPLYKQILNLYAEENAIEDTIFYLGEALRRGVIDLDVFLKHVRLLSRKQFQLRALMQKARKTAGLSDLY
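Compounds were pin-transferred onto Tsg101 binding domain (10 uM final) in HEPES pH 7.5 buffer, then FITC-PTAP peptide was added at 50 nM final. After 20 min at RT, polarization reported peptide displacement across a qHTS concentration series.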
a7 integrin act = qHTS for Activators of Integrin-Mediated Alleviation for Muscular Dystrophy. actives 0.064% (n = 350,000). AID 624291, 2012. alpha7betagal myoblasts, beta-gal FDG fluorescence, 48 h. Potency, µM (series often up to 38.3 µM), inactives show top-dose activation, usual class: activators;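 also: potency is read from the fitted curve at half-maximal effect; 100% = response of the positive control SU9516; nearly all actives have a fitted effect of over 60% in size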
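alpha7betagal+/- myoblasts (passage 13, 250/well) treated 48 h at 37C with compounds at 1:260 dilution of DMSO stock. Lysed, then beta-galactosidase activity read as FDG fluorescence (ex 480/em 540) after 30 min, with pre-read for autofluorescence.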
CXXC DNA block = qHTS Fluorescence Polarization Assay for Inhibitors of MLL CXXC domain - DNA interaction | MLL-CXXC / FITC-HOXA9 DNA fluorescence polarization | Histone-lysine N-methyltransferase 2A (Homo sapiens), Q03164 | Potency, µM (doses to about 115 µM), inactives show at the top dose activity change, negative = inhibition, hits mostly inhibitors | actives 0.037% (n = 290,000); active = well fitted inhibition curve with a large enough effect in the polarisation, with a control signal flat, not every such curve was filed as active; inconclusive = small, poorly fitted or top-dose-only effect, or effect the other way, or a change in a side signal; inactive = no such curve, though single readings can be large or run the other way; the % refers to the polarisation; also: potency is read from the fitted curve at half-maximal effect
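Fluorescence polarization: 7 uM MLL-CXXC (stock) preincubated 5 min with compounds, then 50 nM fluorescein-HOX-A9 DNA (stock) added; 30 min ambient. Buffer 50 mM Tris-HCl pH 7.5, 50 mM NaCl, 1 mM DTT, 0.05% BSA.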
p53 reactivation = qHTS assay for re-activators of p53 using a Luc reporter | H1299 p53-A138V BP100-luciferase reporter, luminescence, 24 h | Potency, µM (top dose mostly 92.2 µM), inactives show top-dose activity change, positive = activation, actives largely listed as activators | actives 0.063% (n = 320,000) | AID 504706, 2011; also: potency is read from the fitted curve at half-maximal effect; % of control where 0% means no effect; nearly all actives have a fitted effect of over 45% in size
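H1299 (p53-null), stable ts p53-A138V + BP100-Luc; 1000 cells/well, Opti-MEM/10% FBS; cpd 4 pt, 1:5; 24 h, 37 deg C, 5% CO2; detection reagent 10 min RT; luminescence.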
TRPV1 agonist = HTS Assay for Compounds that Act as Agonists of the Vanilloid Receptor 1. actives 0.19% (n = 320,000). TRPV1-expressing cells, Fluo-8 calcium influx, agonist mode. AID 540275, 2011. activation, % at 8.33 µM. Transient receptor potential cation channel subfamily V member 1 (Homo sapiens), Q8NER1; in the data active = activation above about 80%; inconclusive = between about 30% and that limit; also: 0% is about no effect
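TRPV1-expressing cells were cultured overnight at 35.5C and loaded with Fluo-8 calcium dye for 40 to 90 min at room temperature. After a 10 s baseline, compound was added and calcium influx was read kinetically for 3 min (ex 480/em 520 nm).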
A-T KAP1 phos = qHTS Assay for Identifying a Potential Treatment of Ataxia-Telangiectasia | Potency, µM (highest dose often 57.5 µM), for the others: at the highest dose activation, actives largely listed as activators | AID 485349, 2010 | actives 0.19% (n = 320,000) | […] A-T fibroblasts, KAP-1 phosphorylation AlphaLISA; neocarzinostatin DNA damage 30 min before lysis; also: potency is read from the fitted curve at half-maximal effect; % of control where 0% means no effect; nearly all actives have a fitted effect of over 45% in size
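hTERT-immortalized A-T patient fibroblasts ([…]), 500 cells/well in OPTI-MEM, 1% FBS, got compounds for 60 min, then NCS for 30 min at 37C. Lysates were then assayed for phospho-KAP-1 by AlphaLISA (anti-pKAP1 donor, anti-KAP1 acceptor beads), 6 hr at 25C.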
TCR activator = Activators of T cell receptors: qHTS campaign; primary human leukocytes, anti-CD3, IL-2 HTRF, 48 h; 330,000 tested, under 10 active; AID 504894, 2011; Potency, µM (highest dose often 9.22 µM), for inactives: top-dose activation of IL-2 secretion, actives largely listed as activators; also: % of control where 0% means no effect
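1) Mix primary human leukocytes, a-CD3 beads and compound. 2) Incubate 48 hr. 3) Add HTRF IL-2 reagents (a-IL-2-K, a-IL-2-d2).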
B2AR arrestin = qHTS assay of beta-arrestin-biased ligands of beta2-adrenergic receptor; Beta-2 adrenergic receptor (Homo sapiens), P07550; beta-arrestin recruitment to beta2AR, cell-based reporter; Potency, µM (titrated, usually from 46.1 µM), inactives show top-dose activation, actives largely listed as activators; actives 0.02% (n = 330,000);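 also: potency is read from the fitted curve at half-maximal effect; 0% = DMSO controls and full agonism = EC100 isoproterenol or metaproterenol; nearly all actives have a fitted effect of over 65% in size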
Target sequence (P07550 whole entry, looked up): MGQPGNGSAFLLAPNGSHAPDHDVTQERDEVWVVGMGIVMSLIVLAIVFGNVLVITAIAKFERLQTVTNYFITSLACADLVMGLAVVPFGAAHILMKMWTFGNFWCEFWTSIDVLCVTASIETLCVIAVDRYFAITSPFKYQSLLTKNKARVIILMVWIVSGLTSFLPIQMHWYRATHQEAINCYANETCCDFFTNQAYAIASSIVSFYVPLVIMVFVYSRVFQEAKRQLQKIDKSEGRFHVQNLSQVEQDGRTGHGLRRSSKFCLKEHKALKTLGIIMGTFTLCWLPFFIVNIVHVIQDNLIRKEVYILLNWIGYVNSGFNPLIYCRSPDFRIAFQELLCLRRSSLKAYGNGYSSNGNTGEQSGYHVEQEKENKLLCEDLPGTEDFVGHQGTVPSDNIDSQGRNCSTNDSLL
BRCA1 expr up = qHTS Assay to Identify Small Molecule Activators of BRCA1 Expression | Potency, µM (doses to about 46.1 µM), for inactives: at the top dose activation, actives largely listed as activators | actives 1.1% (n = 380,000) | MCF7-BRCA1-FFLuc reporter, luminescence, 48 h; response scale: scaled: vehicle 0%, 10 µM genistein 100%; also: potency is read from the fitted curve at half-maximal effect; nearly all actives have a fitted effect of over 80% in size; some results filed as inactive show a strong effect at the top dose
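Cells: MCF7-BRCA1-FFLuc, 2000/well. Exposure: 48 h, 37 °C, 5% CO2. Read: luminescence, 15 min post-substrate. Controls: genistein 10 microM (maximal activation), DMSO (neutral).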
* marks the source's active call; other numbers are inactive results; ? = inconclusive; / = no result given; [ ] = remark or other dose. Unless noted, calls follow the shape of the dose curve; as a rule, active = well fitted curve in the direction sought with a large enough effect; inconclusive = small, poorly fitted or top-dose-only effect, or another doubt; inactive = no such curve, though single readings can be large; an effect the other way counts as inactive or inconclusive.

1: O=S(=O)(NCCc1cn2ccccc2n1)c1ccc(-c2ccccc2)cc1
2: O=[N+]([O-])c1ccc(CSCc2ccc([N+](=O)[O-])cc2)cc1
3: Cn1nc(C(=O)Nc2cccc(Cl)c2)cc1C(=O)Nc1cccc(Cl)c1
4: O=C(c1ccco1)N1CCN(C(c2ccc(F)cc2)c2nnnn2CC2CCCO2)CC1 (centres undefined)
5: Cc1ccc(NC(=O)C(C)[n+]2ccccc2)cc1[N+](=O)[O-] (centres undefined)
6: COc1ccc(C(=O)CSc2nnc(C(CO)NC(=O)c3ccc(OC)cc3)n2C)cc1 (centres undefined)
7: COc1ccc2cc(C3C(C#N)=C(N)OC(C)=C3C(C)=O)c(Cl)nc2c1 (centres undefined)
8: O=C(c1ccncc1)N1CCN(S(=O)(=O)c2ccc3ccccc3c2)CC1
Assay by compound,1,2,3,4,5,6,7,8
a7 integrin act,-15%,25%,10%,-11%,-6%,11%,-12%,-12%
TCR activator,3%,-8%,-2%,-1%,-1%[46.1 µM],2%,2%,1%
A-T KAP1 phos,-2%,/,2%,5%,/,0%,-2%,?
CXXC DNA block,-4%,/,-3%,-5%,6%,4%,0%,-3%
BRCA1 expr up,-23%,1%,-24%,7%,-4%,8%,0%,-35%
B2AR arrestin,0.1%,/,-0.1%,0.0%,2.5%,0.3%,-0.9%,-0.2%
ELG1 repair inh,-3%,/,-20%,0%,-1%,3%,-12%,15%
PTAP TSG101 blk,-1%,0%,-1%,-7%,-1%,-4%,-1%,0%
TRPV1 agonist,0,/,6,0,6,1,-3,1
p53 reactivation,-12%,/,-1%,-9%,-4%,-1%,-1%,/

Three entries from above, as tab-separated lines.
entry	mol	a7 integrin act	TCR activator	A-T KAP1 phos	CXXC DNA block	BRCA1 expr up	B2AR arrestin	ELG1 repair inh	PTAP TSG101 blk	TRPV1 agonist	p53 reactivation
3	Cn1nc(C(=O)Nc2cccc(Cl)c2)cc1C(=O)Nc1cccc(Cl)c1	10%	-2%	2%	-3%	-24%	-0.1%	-20%	-1%	6	-1%
4	O=C(c1ccco1)N1CCN(C(c2ccc(F)cc2)c2nnnn2CC2CCCO2)CC1 (centres undefined)	-11%	-1%	5%	-5%	7%	0.0%	0%	-7%	0	-9%
5	Cc1ccc(NC(=O)C(C)[n+]2ccccc2)cc1[N+](=O)[O-] (centres undefined)	-6%	-1%[46.1 µM]	/	6%	-4%	2.5%	-1%	-1%	6	-4%

Next records follow:
9: COc1ccc(S(=O)(=O)N[C@@H](Cc2ccc(Cl)cc2)C(=O)N2CC[C@@]3(O)CCCC[C@H]3C2)cc1
10: COc1ccc(N2CCN(C(=O)CN(Cc3ccc(Cl)cc3)S(C)(=O)=O)CC2)cc1
11: O=C(NC1CCCCC1)c1ccc(S(=O)(=O)N2CCOCC2)cc1
12: O=C(CN1CCCc2ccccc21)N1CCc2ccccc21
13: Cc1nc2cc(-c3ccccc3)nn2c(N)c1-c1ccccc1
14: O=C(COC(=O)c1ccccc1)Nc1ccccc1Sc1ccccc1
15: CCCCn1c(N)c(N(CC(C)C)C(=O)c2ccc(OCC3CCCO3)cc2)c(=O)[nH]c1=O (centres undefined)
16: COc1ccc2[nH]c3c(=O)n(CCCCC(=O)N4CCC(C(N)=O)CC4)c(=S)[nH]c3c2c1
Assay by compound,9,10,11,12,13,14,15,16
a7 integrin act,1%,-21%,-6%,3%,?,-10%,4%,-1%
TCR activator,16%,-3%,-3%,-2%,-22%,1%[46.1 µM],2%,10%
A-T KAP1 phos,2%,-3%,2%,1%,1%,14%,0%,5%
CXXC DNA block,-2%,-2%,8%,1%,/,9%,/,2%
BRCA1 expr up,-29%,-31%,-1%,-22%,?,-15%,12%,0%
B2AR arrestin,0.6%,0.8%,-0.4%,0.2%,0.3%,-0.1%,0.0%,0.1%
ELG1 repair inh,-10%,?,1%,-8%,?,7%,11%,0%
PTAP TSG101 blk,-3%,-2%,-4%,0%,-1%,8%,-1%,0%
TRPV1 agonist,2,4,4,-4,5,9,-7,3
p53 reactivation,-4%,-1%,-3%,8%,95%,-3%,2%,4%

17: CCOC(=O)c1sc(NC(=O)c2cc(-c3ccccc3)nc3ccccc23)c(C#N)c1C
18: Cc1ccc(-c2nn(-c3ccccc3)cc2/C=N/O)cc1
19: C=CCn1cc(C(=O)NCc2ccc(Cl)cc2)c(=O)c2cc(S(=O)(=O)N(CC)CC)ccc21
20: CC(=O)N1CCOCCOCCOCC1
21: CCOC(=O)C1CCN(C(=O)COC(=O)COc2ccc(Cl)cc2)CC1
22: CCCNC(=O)COC(=O)CCC(=O)c1ccc(F)cc1
23: CS(=O)(=O)c1ccccc1C(=O)Nc1ccc2sccc2c1
24: Cc1cccc(CC(=O)NC2CCN(C)CC2)c1
Assay by compound,17,18,19,20,21,22,23,24
a7 integrin act,-15%,-19%,39%,7%,6%,11%,2%,0%
TCR activator,-3%,-2%,-19%,4%,-2%,0%,-3%,/
A-T KAP1 phos,2%,5%,0%,1%,-4%,-2%,-4%,-10%
CXXC DNA block,-5%,0%,2%,-11%,2%,10%,2%,2%
BRCA1 expr up,-49%,-37%,-63%,-8%,3%,0%,-8%,-3%
B2AR arrestin,-0.4%,0.0%,-0.4%,0.0%,-0.3%,-0.2%,0.0%,0.5%
ELG1 repair inh,?,-2%,8.2µM*,?,13%,6%,8%,-11%
PTAP TSG101 blk,1%,-10%,1%,-1%,-5%,-7%,-2%,-1%
TRPV1 agonist,/,-8,25,-8,0,-3,0,-1
p53 reactivation,1%,-9%,-7%,1%,19%,-2%,0%,5%

25: COc1cc(OC)c(OC)cc1CN1CCCC(C(=O)c2ccccc2SC)C1 (centres undefined)
26: CC(=O)Nc1ccc(S(=O)(=O)NCC2CCC(C(=O)N3CCN(c4ccccn4)CC3)CC2)cc1 (centres undefined)
27: CCCc1[nH]nc2c1C(c1ccc(OC)cc1OC)C(C#N)=C(N)O2 (centres undefined)
28: CCOc1ccc(CC(=NCCO)C2=C(O)CC(C)(C)CC2=O)cc1OCC
29: CCOP(=O)(OCC)/C(=N/OC(=O)c1ccc(OC)cc1)C(N)=O
30: O=C(CCc1nc(-c2ccccc2Cl)no1)NCc1ccco1
31: COc1ccc(C(=O)c2oc3ccc(OC)cc3c2N)cc1
32: OC(COc1ccc2cc(Br)ccc2c1)CN1CCCC1 (centres undefined)
33: CCCCNC(=O)Nc1ccccn1
34: Cc1cc(C)cc(CC2CC(=O)N(c3cc(C)ccc3C)C2=O)c1 (centres undefined)
35: CC(C)(C)Nc1nc(NC(C)(C)C)nc(-n2ccnc2)n1
Assay by compound,25,26,27,28,29,30,31,32,33,34,35
a7 integrin act,-32%,7%,-23%,26%,-11%,0%,17%,-64%[inhibitor],-17%,1%,-33%
TCR activator,15%,-1%,2%,-7%[46.1 µM],-4%,-6%,-4%[46.1 µM],-1%,-6%,/,-4%
A-T KAP1 phos,0%,4%,1%,-3%,-2%,2%,10%,7%,-1%,-6%,-6%
CXXC DNA block,-7%,-5%,1%,6%,191%[activator],1%,11%,6%,3%,0%,25%
BRCA1 expr up,-15%,-13%,-1%,-17%,22%,6%,5µM*,?,8%,-5%,-28%
B2AR arrestin,-1.1%,-0.5%,0.1%,0.0%,4.1%,0.5%,0.5%,-0.1%,-0.3%,-0.5%,0.2%
ELG1 repair inh,-16%,-23%,-10%,7%,?,-7%,?,?,11%,-4%,9%
PTAP TSG101 blk,0%,-4%,-3%,-2%,0%,-3%,2%,-6%,-6%,1%,-4%
TRPV1 agonist,1,-2,-3,0,2,4,0,-2,2,-4,21
p53 reactivation,?,-8%,-12%,5%,7%,6%,?,/,3%,-23%,-11%

Screening results deposited in PubChem BioAssay by National Center for Advancing Translational Sciences (NCATS).
